Pf Dd2 growth = blocks in vitro growth of P. falciparum Dd2; P. falciparum Dd2 growth, SYBR Green, 72 h; Potency, µM (doses to about 28.9 µM), for the others: at the highest dose activity, negative = inhibition, actives largely listed as inhibitors; actives 4.3% (n = 120,000); active means well fitted inhibition curve with a large enough effect; inconclusive means small, poorly fitted or top-dose-only effect; inactive means no such curve, though single readings can be large or run the other way;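 further: plate controls were DMSO vehicle for no effect and reference drug for full effect; nearly all actives have a fitted effect of over 65% in size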
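Infected erythrocytes (Dd2, 0.3% parasitemia, 2.5% hematocrit final) are added to compound in RPMI-1640/Albumax II medium, grown 72 h at 37C in low oxygen, then lysed with saponin/Triton-X containing SYBR Green and read by fluorescence.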
* hit, by the source's call; i = inactive; ? = inconclusive; [ ] = dose if it differs, or a comment. Potency means the concentration at half of the fitted maximal effect.

SMILES	Pf Dd2 growth
N#Cc1cccc(CN2CCc3ncc(C(=O)NCc4ccccc4)n3CC2)c1	-13%[44.1 µM]
CC(C)NC(=O)C[C@@H]1O[C@H](CNC(=O)Nc2ccccc2)[C@@H](O)[C@H]1O	10%[44.1 µM]
CCN(CC)CCOC(=O)c1ccc(NC(=O)c2cc3cccc(OC)c3oc2=O)cc1	12%
CC(=O)N1c2ccc(S(=O)(=O)NCC3CCC(C(=O)Nc4cc(C)cc(C)c4)CC3)cc2CC1C (stereo not given)	-16%
Cc1c(Cl)cccc1NC(=O)CN1C(=O)c2ccccc2Sc2ncccc21	i
c1ccc(CN2CCNc3cc(-c4cccnc4)ncc3C2)cc1	-12%[44.1 µM]
COc1cc(NC(=O)Cn2c(N3CCc4ccccc4C3)nc(C)cc2=O)cc(OC)c1	-19%
Cc1ccc(NC(=O)CC2Sc3ccccc3NC2=O)c(C)c1 (stereo not given)	3%
N#Cc1cccc(C(=O)N2CCC3(CC2)NC(=O)N(Cc2ccccc2)C3=O)c1	20%
COc1ccccc1N1CCN(C(=O)CSc2n[nH]c(-c3ccccc3Cl)n2)CC1	7%
COc1cccc(CN(C)Cc2ccc(F)cc2)c1	i
CCN(CC)CCOC(=O)c1ccc(NC(=O)c2cc3cc(OC)ccc3oc2=O)cc1	6%
O=C(Nc1ccccc1C(F)(F)F)N1CCCC1c1nncn1-c1ccccc1 (stereo not given)	0%
COCCN1C(=O)CS(=O)(=O)C12CCN(C(=O)c1cc(C)ccc1C)CC2	?
O=C(CCc1ccccc1)NCCn1cccc1-c1nc(-c2ccc3c(c2)OCO3)no1	7.1µM*
Cc1ccc(C(=O)N2CC[C@@H]3CN(S(C)(=O)=O)[C@@H]3C2)c(=O)[nH]1	19%
COC(=O)CNC(=O)N1CCCCCCNC(=O)[C@@H]2C[C@@H](c3nc(-c4cccnc4)no3)C[C@@H]21	4%
COc1ccc(-c2cn(C)c(=O)n3cc(COc4ccnn4C)nc23)cc1	?
COc1ccc(CN2COc3ccc4c(C)cc(=O)oc4c3C2)cc1	10µM*
Cc1ccc(NC(=O)Nc2ccc3nc(N4CCN(C)CC4)cc(C)c3c2)cc1C	?
CCOC(=O)CCNC(=O)N1CCC(OC2CCN(S(C)(=O)=O)CC2)CC1	-13%
O=C(c1ccc2c(c1)N(Cc1c(F)cccc1Cl)C(=O)c1ccccc1S2)N1CCC2(CC1)OCCO2	10µM*
CC(=O)N1C[C@@H]2CCCN3CCC[C@@H]([C@H]23)[C@H]1CCCC(=O)NCCCN1CCCCC1	-11%
Cc1ccc(S(=O)(=O)c2cn(C)c3cc(N4CCCCCC4)c(F)cc3c2=O)cc1	?
COc1cc(OC)cc(-c2onc(C)c2C(=O)NCCOc2ccccc2)c1	-18%
Next records follow:
SMILES	Pf Dd2 growth
CCN1C(=O)C2CC3(CCN(C(=O)CN4CCCC4=O)CC3)CN2C1=O (stereo not given)	6%
Cc1cc(F)ccc1NC(=O)c1cc2n(n1)CC(c1ccc(Cl)cc1)OC2 (stereo not given)	i
CCOCCCNC(=O)c1ccc(-n2c(-c3ccccc3)cc3c2CCC(C)C3)cc1 (stereo not given)	?
COc1ccccc1NC(=O)C1=C(C)Nc2nc3ccccc3n2C1c1ccccc1Cl (stereo not given)	?
COc1ccc(Nc2cnc3ccc(-c4cccc(CO)c4)nn23)cn1	?
COc1cc(OC(F)(F)F)ccc1C(=O)N1CCC(C(=O)O)(c2ccccc2)CC1	1%
Cc1cc(C(=O)N2CCCN(C)c3ccccc32)nn1C	i
COCCN(C)C[C@H]1C[C@H](CO)CN(C(=O)c2[nH]nc(-c3ccccc3)c2C)C1	-23%
COC(=O)C1=C(C)N=C2SC=C(CC(=O)NCCc3cccs3)N2C1c1ccccc1Cl (stereo not given)	?
COc1ccc(-c2noc(-c3ccc(NC4CCCCC4)c([N+](=O)[O-])c3)n2)cc1OC	5%
CCCNC(=O)CCn1nc(-c2ccccc2)c2ccccc2c1=O	i
O=C(c1ccc(F)cc1)N1CCC(n2cc(-c3nc(-c4ccccc4)no3)nn2)CC1	?
Cc1cccc(C)c1OCCn1c(C2CC(=O)N(Cc3ccc(F)cc3)C2)nc2ccccc21 (stereo not given)	2.5µM*
COc1ccccc1N1CCN(C(=O)CCn2cnc3onc(-c4ccc(F)cc4)c3c2=O)CC1	3%
O=C(C1CCN(c2nc(-c3ccccc3)nc3c2CCC3)CC1)N1CCC(CO)C1 (stereo not given)	?
O=C1NC2(CCN(CC3CCCC3)CC2)COc2ccccc21	-10%[44.1 µM]
Cc1ccc(CN2C[C@]34C=C[C@H](O3)C(C(=O)N(C)Cc3ccsc3)C4C2=O)cc1C (stereo not given in full)	-16%
Oc1ccccc1CN1CCC[C@H]1c1nc(-c2ccc(N3CCOCC3)nc2)no1	?
Cc1nc(-c2ccc(Cl)cc2)n(CC(=O)Nc2cccc(C(F)(F)F)c2)c(=O)c1CCO	?
CCOc1ccc(/C=C/c2nc(C#N)c(NCCCN(C)C)o2)cc1	-13%
Cc1nncn1C1CCN(S(=O)(=O)c2cccc(Br)c2)CC1	-25%
CCn1cc2nc(SCC(=O)Nc3cccc(Cl)c3C)n(Cc3ccc(Cl)cc3)c(=O)c2n1	i
COc1ccc(-n2cc(C3=CCN(CCN4CCOCC4)CC3)cn2)cc1	?
CC(=O)Nc1nonc1-c1nnc(SCc2ccccc2Cl)n1C	-1%
COC(=O)c1cc2n(n1)CCCN(C(=O)c1cc(CC(C)C)no1)C2	-25%
More results follow:
SMILES	Pf Dd2 growth
CCOc1ccc(C2c3c(-c4ccc(C)cc4)n[nH]c3C(=O)N2c2ccc(Cl)cc2)cc1 (stereo not given)	10µM*
COc1cc(CNC(=O)C2CCCCN2S(=O)(=O)c2ccc(F)cc2)cc(OC)c1OC (stereo not given)	32%[activator]
CCN1C(=O)C2CC3(CCN(C(=O)c4c[nH]c5ccccc45)CC3)CN2C1=O (stereo not given)	?
Cc1cc2c(cc3c(=O)n(CC(=O)NCc4ccccc4Br)ncn32)s1	13%
Cc1cc(C)cc(Nc2sc(C(=O)c3ccccc3)c(N)c2S(=O)(=O)c2ccccc2)c1	?
CCC(C)NC(=O)Cn1c(-c2cccs2)cc2cc(Cl)ccc21 (stereo not given)	-11%
O=C(CC1CCCN(c2cnn(CC3CC3)c(=O)c2)C1)NCCc1c[nH]c2ccccc12 (stereo not given)	-16%
COc1ccc(NC(=O)Cn2c(-c3ccc(Cl)cc3)nc(C)cc2=O)cc1OC	i
CC(=O)c1ccc(NC(=O)Cn2c(-n3nc(C)cc3C)nc(C)cc2=O)cc1	i
Cc1c(Cl)cccc1NC(=O)CN1C(=O)COc2ccc(S(=O)(=O)N3CCOCC3)cc21	3%
CCC(=O)N1CCCCC1c1noc(COCCOC)n1 (stereo not given)	-3%
O=C(c1ccno1)N1CCOC[C@H](Oc2ccc(C(F)(F)F)cn2)C1	-20%[44.1 µM]
CS(=O)(=O)CC(=O)Nc1ccccc1C(=O)NCc1ccccn1	-10%
Cc1ccc(N2CC(C(=O)NCCS(=O)(=O)N3CCN(c4ccccc4)CC3)CC2=O)cc1C (stereo not given)	54%[activator]
COc1ccc(C(=O)NCc2nnc3cc(-c4nc(C(C)C)no4)ccn23)cc1F	i
Cc1ccc(Cl)cc1NC(=O)c1cnc(N2CCCCC2)c2ccccc12	i
Cc1ccc(-c2cc3c(ccn3C)c(C(=O)NCCc3cnc[nH]3)n2)cn1	?
CCn1nc(CNC(=O)C2CCC(=O)N(C3CCCC3)C2)c2ccccc21 (stereo not given)	-8%
COc1ccc(NC(=O)C2CC(=O)N(c3n[nH]c4cccc(F)c34)C2)cc1 (stereo not given)	3%
COc1ccccc1NC(=O)Nc1ccnn1C1CCN(C(=O)CO)CC1	15%
O=C(NCC1CC1)c1cn(C2CN(C(=O)Nc3ccccc3)C2)nn1	6%
COc1ccc(OC)c(S(=O)(=O)N2CCC(C(=O)N3CCCCCCNC(=O)CC3)CC2)c1	?
Cc1cc(C(F)(F)F)nn1CC(=O)NCCc1ncc(C)n1CC1CC1	?
COC[C@@H]1CN(C(=O)c2ccc(C)[nH]c2=O)C[C@H]1c1ccncc1	43%[activator]
O=C1CC(C(=O)N2CCc3c(Cl)cccc3C2)CN1Cc1cccnc1 (stereo not given)	-8%

Reformatted comma-delimited: entries from further up
SMILES,Pf Dd2 growth
CCC(C)NC(=O)Cn1c(-c2cccs2)cc2cc(Cl)ccc21 (stereo not given),-11%
O=C(CC1CCCN(c2cnn(CC3CC3)c(=O)c2)C1)NCCc1c[nH]c2ccccc12 (stereo not given),-16%
COc1ccc(NC(=O)Cn2c(-c3ccc(Cl)cc3)nc(C)cc2=O)cc1OC,i
CC(=O)c1ccc(NC(=O)Cn2c(-n3nc(C)cc3C)nc(C)cc2=O)cc1,i
Cc1c(Cl)cccc1NC(=O)CN1C(=O)COc2ccc(S(=O)(=O)N3CCOCC3)cc21,3%
CCC(=O)N1CCCCC1c1noc(COCCOC)n1 (stereo not given),-3%
O=C(c1ccno1)N1CCOC[C@H](Oc2ccc(C(F)(F)F)cn2)C1,-20%[44.1 µM]
CS(=O)(=O)CC(=O)Nc1ccccc1C(=O)NCc1ccccn1,-10%
Cc1ccc(N2CC(C(=O)NCCS(=O)(=O)N3CCN(c4ccccc4)CC3)CC2=O)cc1C (stereo not given),54%[activator]
COc1ccc(C(=O)NCc2nnc3cc(-c4nc(C(C)C)no4)ccn23)cc1F,i
Cc1ccc(Cl)cc1NC(=O)c1cnc(N2CCCCC2)c2ccccc12,i
Cc1ccc(-c2cc3c(ccn3C)c(C(=O)NCCc3cnc[nH]3)n2)cn1,?
CCn1nc(CNC(=O)C2CCC(=O)N(C3CCCC3)C2)c2ccccc21 (stereo not given),-8%
COc1ccc(NC(=O)C2CC(=O)N(c3n[nH]c4cccc(F)c34)C2)cc1 (stereo not given),3%
COc1ccccc1NC(=O)Nc1ccnn1C1CCN(C(=O)CO)CC1,15%

The listing continues.
SMILES	Pf Dd2 growth
CCN1c2cc(C(=O)NCCc3ccccc3)ccc2C(=O)N2CCCCCC21 (stereo not given)	i
NCCC1CCN(C(=O)Nc2ccccc2)CC1	1%
COCCN1C(=O)[C@@H]2C[C@@H](CN2Cc2ccccc2F)Oc2ccccc21	?
Cc1ccc(NC(=O)N2CCC(n3c(C)cnc3C3CCOCC3)CC2)cc1C	?
Cc1ccc(S(=O)(=O)N2CCC(C(=O)Nc3ccc(Oc4ccccc4)cc3)CC2)cc1	-1%
CCC(C)NC(=O)C1COC2(CCN(C(=O)C3CC3)CC2)N1C(=O)c1ccccc1 (stereo not given)	3%
CCOc1ccc(N(CC(=O)Nc2cc(C)ccc2C)S(=O)(=O)c2c(C)[nH]c(=O)[nH]c2=O)cc1	i
Cn1cnc(S(=O)(=O)N2CCCCCCNC(=O)[C@@H]3CCC[C@@H]32)c1	-1%
COc1ccc(C)cc1NC(=O)Cn1c(=O)oc2cc(S(=O)(=O)N3CCCCCC3)ccc21	42%[activator]
Cc1cnc(-c2ccccc2)n1CCNC(=O)NCc1ccccc1	i
CCCN(CCC)C(=O)C1CCCN(c2ncnc3c2nc2n3CCCCC2)C1 (stereo not given)	i
COc1ccc(Cl)cc1C(=O)N1CC[C@@H]2CN(S(C)(=O)=O)[C@@H]2C1	48%
O=C(NCCCN1CCc2ccccc2C1)C1CCCCC(=O)N1Cc1ccccc1 (stereo not given)	4µM*
Cc1ccc(-c2nccn3cc(C(=O)NCCc4ccccn4)nc23)cc1	i
Cc1nc(-c2ccc(N(C)C)cc2)cc([C@H]2CN3CC[C@H]2C[C@@H]3CNC(=O)C(C)(C)C)n1	7.1µM*
Cc1cc(NC(=O)c2ccc3c(c2)OCCN(C2CCC2)C3)ccc1F	-9%[44.1 µM]
CCn1nc(C(C)C)cc1C(=O)NCc1cccnc1N1CCN(C)CC1	-21%
CCOc1ccccc1CNC(=O)CC(C)n1ccc(C)n1 (stereo not given)	-20%
COc1ccc(CN2CCC3(Cc4ccccc4CNC3=O)C2)cc1F (stereo not given)	-21%
O=C(NCCCn1cccn1)C1CN(S(=O)(=O)c2cccs2)CC12CCCCC2 (stereo not given)	-22%
COc1cc(-c2ccnc3nc(C4CCC4)nn23)cc(OC)c1OC	i
COCCNC(=O)C[C@@H]1c2nc(NC(=O)c3cccc(F)c3)sc2C[C@@H]2[C@](C)(CO)[C@H](O)CC[C@]21C	i
Nc1ncccc1CN1CC[C@@H]2OCC(=O)N(c3ccccc3)[C@H]2CC1	-4%[44.1 µM]
COc1ccc(Cl)cc1S(=O)(=O)N1CCC(n2cnnc2C)CC1	-26%
CC(=O)Nc1ccc(CN2CCC3(CC(c4cccc(C(F)(F)F)c4)=NO3)C2)cc1 (stereo not given)	?

Next section; it opens with the two that closed the last part.
SMILES	Pf Dd2 growth
COc1ccc(Cl)cc1S(=O)(=O)N1CCC(n2cnnc2C)CC1	-26%
CC(=O)Nc1ccc(CN2CCC3(CC(c4cccc(C(F)(F)F)c4)=NO3)C2)cc1 (stereo not given)	?
COc1ccc(N2CCN(C(=O)[C@H]3CCC[C@H]3NC(=O)c3cnc(C)cn3)CC2)cc1	-17%
CCOc1ccc2nc(SCC(=O)Nc3ccc(F)cc3)nc(-c3ccccc3)c2c1	10%
Cc1nc2scc(CC(=O)N3CCCC3)n2c(=O)c1-c1cc(C)n(-c2ccc(C(C)C)cc2)n1	-11%
O=C(Nc1cccc(Cl)c1)N1CC(n2cc(COc3ccccc3)nn2)C1	7.9µM*
O=C(c1ccoc1)N1CCC(n2cc(-c3nc(-c4ccccc4)no3)nn2)CC1	-15%
Cc1occc1C(=O)N1CCC2(CCCN(CC3CCCCC3)C2=O)C1 (stereo not given)	-9%
C[C@@H](NS(C)(=O)=O)c1c(-c2ccc(F)cc2)noc1C(=O)O	2%[44.1 µM]
O=C(c1nnc(COc2ccc(F)c(F)c2)n1-c1ccccc1)N1CCC[C@@H]1C(c1ccccc1)c1ccccc1	?
CC(C)(C)C(=O)N1CC[C@@H](CC(=O)O)[C@@H](CCN2CCC(n3c(=O)[nH]c4ccccc43)CC2)C1	-5%
CCCS(=O)(=O)NC[C@H]1C[C@@H]2CCN1C[C@@H]2c1cc(-c2cccs2)nn1C	i
COc1cc(Br)cc2cc(S(=O)(=O)c3ccccc3)c(=O)oc12	i

Screening data from PubChem BioAssay.

The list is partial; rates above refer to the full screens.
